Screening data from PubChem.
GASC-1 inh: inhibitors of GASC-1 histone demethylase, primary screen, biochemical, fluorescence, DELFIA europium | GST-JMJD2C(1-420) H3K9me3 demethylation | inhibition, % at 2.35 µM | Lysine-specific demethylase 4C (Homo sapiens), Q9H3R0 | 330,000 compounds, 0.069% hits;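 active means more than half of a compound's replicate wells show inhibition beyond 50%, single wells judged on their own value; inconclusive means some, but no more than half, of replicates pass 50% inhibition; inactive means no replicate passes 50% inhibition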;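 further: signal counts dimethyl H3K9 product captured on neutravidin plate; 0% = median of DMSO wells and 100% = 0.3 times that DMSO median; strong numbers were not always called active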
Target sequence (Q9H3R0 1-420 limits assumed): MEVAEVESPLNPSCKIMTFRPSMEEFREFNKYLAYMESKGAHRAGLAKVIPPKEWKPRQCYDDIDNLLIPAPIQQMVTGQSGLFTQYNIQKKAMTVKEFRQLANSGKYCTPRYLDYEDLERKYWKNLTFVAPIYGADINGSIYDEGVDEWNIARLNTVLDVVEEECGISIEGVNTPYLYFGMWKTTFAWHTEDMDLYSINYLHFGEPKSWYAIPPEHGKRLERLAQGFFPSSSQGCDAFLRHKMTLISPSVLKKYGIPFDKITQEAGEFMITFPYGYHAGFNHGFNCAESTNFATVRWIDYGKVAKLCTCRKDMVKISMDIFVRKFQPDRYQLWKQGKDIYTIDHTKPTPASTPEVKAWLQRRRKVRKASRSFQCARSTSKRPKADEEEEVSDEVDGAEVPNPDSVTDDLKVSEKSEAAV
procasp7 counter: procaspase-7 activators, primary screen, counter-screen for procaspase-3 activator project, biochemical, absorbance, HTS, human. Caspase-7 (Homo sapiens), P55210. recombinant procaspase-7, Ac-DEVD-pNA absorbance 405 nm; D23A/D198A/D206A triple mutant, cannot self-cleave; scale: DMSO 0, 5 µM enzyme 100. activation, % at 8.5 µM. 330,000 compounds, 0.093% hits;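 active means percent activation above the screen-wide mean plus 3 SD, cut at about 25% in these data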
Target sequence (P55210 whole entry D23A/D198A/D206A): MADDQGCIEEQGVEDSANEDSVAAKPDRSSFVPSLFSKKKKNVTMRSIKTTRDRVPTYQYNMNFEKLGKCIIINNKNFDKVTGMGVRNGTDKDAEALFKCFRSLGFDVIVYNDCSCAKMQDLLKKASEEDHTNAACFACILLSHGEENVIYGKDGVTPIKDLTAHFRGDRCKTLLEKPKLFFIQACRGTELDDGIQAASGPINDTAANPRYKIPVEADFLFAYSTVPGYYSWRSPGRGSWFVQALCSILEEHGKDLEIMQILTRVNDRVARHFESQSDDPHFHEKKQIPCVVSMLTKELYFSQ
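Replicates: singlicate. Assay system: Procaspase-7 triple mutant (PC-7 D3A). Signal: 405 nm absorbance of p-nitroaniline. Times: 1 h preincubation, 2 h reaction. Buffer or medium: Zinc-free HEPES pH 7.4 with 300 mM NaCl, 0.01% Triton X-100. Also added: DEVD-pNA substrate. Benchmarks: DMSO wells as 0%, DMSO with 5 µM added PC-7 as 100%.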
RPL19A-GFP yeast: RPL19A-GFP expression modulators in yeast, primary screen, cell-based, S. cerevisiae, multiplex flow cytometry, MLPCN; S. cerevisiae RPL19A-GFP strain, 3 h; stronger effect = lower value; percent response vs DMSO, % at 10 µM; 330,000 compounds, 0.3% hits;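 active means percent response vs DMSO below 50%; inconclusive means fewer than 70 events counted for the yeast strain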;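 further: median channel GFP fluorescence of the barcoded RPL19A-GFP strain; ratio of sample median GFP to plate DMSO average so 100% = DMSO; lower means less RPL19A-GFP as with rapamycin TOR inhibition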
CR mimetic SO: reduction of superoxide in aged yeast, primary screen, HTS | S. cerevisiae aged cells, superoxide DHE fluorescence; stronger effect = lower value | 330,000 compounds, 0.18% hits | superoxide response (% of plate mean), % at 10 µM;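 active means superoxide response under a set limit, about three screen SD below normal, cut at about 65% in these data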;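 further: yeast aged for seven days with compound at 30 °C before DHE staining; 100% = average MFI of all compound-treated wells on the plate with controls excluded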
procasp3 activ: activators of human procaspase-3 D3A mutant, primary screen, biochemical, absorbance, PC-3 D3A mutant, single concentration | recombinant procaspase-3 D3A, Ac-DEVD-pNA absorbance 405 nm | activation, % at 8.5 µM | 330,000 compounds, 0.11% hits | AID 463141, 2010;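 active means activation above the mean of all tested compounds plus 3 SD, cut at about 21% in these data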;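 further: 0% = DMSO alone and 100% = DMSO wells spiked with extra 5 µM PC-3 D3A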
Target sequence (P42574 whole entry D9A/D28A/D175A): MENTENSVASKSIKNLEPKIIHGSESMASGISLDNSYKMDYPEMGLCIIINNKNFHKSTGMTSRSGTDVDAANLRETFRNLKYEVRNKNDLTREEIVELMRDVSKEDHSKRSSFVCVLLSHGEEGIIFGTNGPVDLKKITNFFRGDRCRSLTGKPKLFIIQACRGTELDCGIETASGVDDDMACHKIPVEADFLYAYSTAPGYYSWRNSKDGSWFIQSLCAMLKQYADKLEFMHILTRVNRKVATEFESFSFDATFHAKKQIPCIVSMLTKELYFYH
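Assay system – Procaspase-3 D3A mutant, all three cleavage aspartates alanine · Controls – DMSO-only low control, 5 µM PC-3 D3A high control · Schedule – 1 h compound preincubation, 2 h substrate hydrolysis at 25 °C · Signal – 405 nm absorbance of p-nitroaniline, reads at 0 and 120 min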
AHR activator: AHR activators, primary screen, cell-based, luminescence, luciferase reporter, human; Aryl hydrocarbon receptor (Homo sapiens), P35869; AHR-responsive luciferase reporter cells; activation, % at 5 µM; 320,000 compounds, 2.5% hits; AID 2796, 2010; in the data active means activation above about 47%;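 further: 0% = vehicle wells and 100% = reference agonist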
LAP4 TOR yeast: modulators of LAP4-GFP expression in yeast, primary screen, S. cerevisiae, multiplex flow cytometry, MLPCN library | 3 h; median GFP as percent of DMSO wells | GFP response vs DMSO, % at 10 µM | 320,000 compounds, 0.34% hits;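 active means GFP response vs DMSO above a set limit, about the screen mean plus 3 SD, cut at about 150% in these data; inconclusive means under 70 cell events counted for the yeast strain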
MEP2-GFP yeast: modulators of MEP2-GFP levels in yeast, primary screen, S. cerevisiae, multiplex flow cytometry, MLPCN library | GFP response vs DMSO, % at 10 µM | AID 2016, 2009 | 330,000 compounds, 0.51% hits | S. cerevisiae MEP2-GFP strain, 3 h; 100% = DMSO control level;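 active means GFP response versus DMSO above a set limit, roughly screen mean plus 3 SD, cut at about 180% in these data; inconclusive means fewer than 70 cells counted for a yeast strain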;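 further: median GFP fluorescence of the barcode-gated MEP2-GFP cells per well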
An asterisk follows results filed as active; ? = inconclusive; . = no result given; [ ] = dose if it differs, or a comment.

SMILES	GASC-1 inh	procasp7 counter	RPL19A-GFP yeast	CR mimetic SO	procasp3 activ	AHR activator	LAP4 TOR yeast	MEP2-GFP yeast
CCS(=O)(=O)c1nc(S(=O)(=O)c2ccc(C)cc2)c(NCc2ccccn2)s1	2	5	99	107	2	2	93	108
COc1ccc(C2CC(c3cc(Br)ccc3F)n3nnnc3N2)cc1 (stereo not given)	2	6	105	92	-2	1	106	110
CCOC(=O)N/N=C/c1ccc(F)cc1F	11	2	99	103	-1	1	94	102
O=[N+]([O-])c1ccc2ccn(C3OCC(O)C(O)C3O)c2c1 (stereo not given)	.	1	107	96	2	-1	98	106
CC1(C)CC(=O)C(C=Nc2cc(C(=O)c3ccccc3)ccc2N)=C(O)C1	-1	-3	97	98	-7	8	102	102
CCOc1cc(C(=O)NCCOC)ccc1OC	-17	-4	97	102	5	2	98	104
COc1ccc(C2=NN(CC(=O)Nc3ccccc3C)C(=O)CC2)cc1	1	-1	104	79	-1	5	101	95
c1ccc(C(CN2CCOCC2)c2ccccc2)cc1	-1	8	95	121	2	0	103	95
Cn1cccc1/C=C1\CCc2ccccc2C1=O	-3	-23	106	81	-2	21	91	112
CC1CN=C(N(Cc2ccccc2)C(=O)Nc2ccccc2)S1 (stereo not given)	2	12	103	98	-3	4	98	106
CC(=O)N1c2ccc(S(=O)(=O)NCC3CCC(C(=O)NC4CCC(C)CC4)CC3)cc2CC1C (stereo not given)	-20	10	98	92	7	0	90	103
O=C(N/N=C/c1cc(Br)c(O)c(Br)c1)c1cccc(C(F)(F)F)c1	2	-5	96	87	-6	19	92	96

Two of these compounds, reformatted.
| molecule | GASC-1 inh | procasp7 counter | RPL19A-GFP yeast | CR mimetic SO | procasp3 activ | AHR activator | LAP4 TOR yeast | MEP2-GFP yeast |
| --- | --- | --- | --- | --- | --- | --- | --- | --- |
| O=C(N/N=C/c1cc(Br)c(O)c(Br)c1)c1cccc(C(F)(F)F)c1 | 2 | -5 | 96 | 87 | -6 | 19 | 92 | 96 |
| CCS(=O)(=O)c1nc(S(=O)(=O)c2ccc(C)cc2)c(NCc2ccccn2)s1 | 2 | 5 | 99 | 107 | 2 | 2 | 93 | 108 |

Profiles from above. Screens in order: GASC-1 inh, procasp7 counter, RPL19A-GFP yeast, CR mimetic SO, procasp3 activ, AHR activator, LAP4 TOR yeast, MEP2-GFP yeast
O=[N+]([O-])c1ccc2ccn(C3OCC(O)C(O)C3O)c2c1 (stereo not given) as listed: ., 1, 107, 96, 2, -1, 98, 106
CCOC(=O)N/N=C/c1ccc(F)cc1F as listed: 11, 2, 99, 103, -1, 1, 94, 102
CCOc1cc(C(=O)NCCOC)ccc1OC as listed: -17, -4, 97, 102, 5, 2, 98, 104
O=C(N/N=C/c1cc(Br)c(O)c(Br)c1)c1cccc(C(F)(F)F)c1 as listed: 2, -5, 96, 87, -6, 19, 92, 96
CC1CN=C(N(Cc2ccccc2)C(=O)Nc2ccccc2)S1 (stereo not given) as listed: 2, 12, 103, 98, -3, 4, 98, 106

(next part)
SMILES	GASC-1 inh	procasp7 counter	RPL19A-GFP yeast	CR mimetic SO	procasp3 activ	AHR activator	LAP4 TOR yeast	MEP2-GFP yeast
O=C(N/N=C/c1ccccc1OC(F)F)c1cc(-c2ccncc2)nc2ccccc12	3	0	101	111	-2	25	97	99
Cc1ccc(CNC(=O)Nc2ccc(OC(F)(F)F)cc2)n1C	2	0	101	95	1	8	92	105
CC1Cc2cc(-c3csc(NC(=O)Cc4ccccc4)n3)ccc2N1S(C)(=O)=O (stereo not given)	-1	11	97	88	-1	-4	97	103
CNS(=O)(=O)c1cccc(C(=O)OCc2cc(=O)n3cc(Br)ccc3n2)c1	1	2	103	106	-8	5	79	83
CCc1ccc(C2=NN(S(C)(=O)=O)C(c3cccs3)C2)cc1 (stereo not given)	1	-20	131	97	-3	26	258*	378*
NNC(=O)CNc1cccc(Br)c1	1	4	107	86	6	11	96	102
CC(C)Cc1nc2oc3c(N4CCN(CCO)CC4)ncnc3c2c2c1CCCC2	-7	-9	101	100	10	5	97	105
CCC(C)n1[nH]c(=O)c2c(C)cc(C)nc21 (stereo not given)	5	5	101	114	6	14	105	103
COc1cccc(NC(=O)Cn2cc(C#N)c3ccccc32)c1	12	1	101	96	-5	2	107	106
O=C(COc1ccc(S(=O)(=O)N2CCCC2)cc1)NCc1ccccn1	-4	1	94	95	-1	0	76	97
Cc1noc(/C=C/c2cccs2)c1S(=O)(=O)N1CCC(C(=O)NCCCN2CCC(C)CC2)CC1	-1	3	98	106	-2	0	91	102
CC(=O)c1cccc(Nc2c([N+](=O)[O-])c(=O)oc3ccccc23)c1	3	1	99	88	-5	5	113	100
COc1cc(/C=C/C(=O)OCC(=O)N2CCC(Cc3ccccc3)CC2)ccc1O	0	2	106	96	0	-2	95	106
COc1ccc(OCC(=O)N/N=C/C2CC=CCC2)cc1 (stereo not given)	-3	1	104	115	6	7	90	104
COC(=O)c1ccc(Cn2nnc3c(=O)[nH]c(C4CCCN(S(=O)(=O)c5ccccc5Cl)C4)nc32)cc1 (stereo not given)	-1	-5	100	123	-1	2	100	103
CCC(C)Nc1nc(CN2CCOCC2)nc2sc3c(c12)CCC3 (stereo not given)	9	7	103	93	3	0	118	108
Cc1nc2sc3c(c2c2nnc(SCC(=O)NCc4ccco4)n12)CCCC3	-2	-1	99	100	-11	8	113	98
COc1ccc2c(c1)C(=O)OC2CC(=O)O (stereo not given)	-3	-4	96	114	2	-1	104	98
CCOP(=O)(OCC)C(NC(=O)c1ccc(OC)c(OC)c1)c1ccccc1 (stereo not given)	2	2	84	120	-2	5	75	86
CS(=O)(=O)N(CC(=O)N1CCCCCC1)c1ccc(Cl)cc1	5	1	103	98	-4	0	90	108
COc1cc(C(=O)NCC(c2cccnc2)N2CCN(c3ccc(F)cc3)CC2)cc(OC)c1OC (stereo not given)	-4	7	106	107	-1	-1	95	114
COc1ccc(C(=O)/C(=C\c2sccc2C)c2nc3ccccc3o2)cc1	0	2	104	113	14	-1	90	102
S=C(NCCCN1CCOCC1)Nc1ccc(Cl)cc1	-6	6	104	102	-4	-1	96	105
CC1CCCCN1C(=O)Cn1nnc(-c2cccnc2)n1 (stereo not given)	-4	0	98	92	5	2	100	101
COc1ccc(C(=O)N/C(=C\c2cn(C)c3ccccc23)C(=O)N2CCN(C)CC2)cc1	-6	0	100	84	5	23	96	92
COCc1nc(-c2ccc(-c3ccc(OC)cc3)nc2OC)no1	53	-7	91	87	-5	3	108	98
O=C(NCc1ccncc1)C(=O)NCC1OCCN1S(=O)(=O)c1ccc(Br)cc1 (stereo not given)	-6	1	102	111	-3	-5	87	99
C=C1CCN(Cc2ccccc2)S(=O)(=O)c2ccccc21	-14	-4	98	95	-9	1	163*	92
Cn1c(SCC(=O)NC2CC2)nnc1-c1ccccc1Cl	-1	13	93	103	-3	-3	92	91
Cc1[nH]c2ccccc2c1C(O)c1ccncc1 (stereo not given)	17	3	89	102	-4	18	88	107
Cc1ccc(OCC(=O)NNC(=O)Cn2nnc(-c3ccccc3)n2)cc1	5	-1	95	93	-3	0	96	94
O=C1c2oc3ccc(Cl)cc3c(=O)c2C(c2ccccn2)N1CCCN1CCOCC1 (stereo not given)	-2	-4	104	84	-8	3	105	95
Cc1ccc(S(=O)(=O)NCC(=O)N(CC(=O)NCc2ccco2)Cc2cccs2)cc1	-11	-3	98	115	3	-1	98	114
CCCCCOC(=O)CSc1nnc(-c2cc(OC)c(OC)c(OC)c2)o1	5	-1	105	113	15	2	110	106
COc1ccc(CCNS(=O)(=O)c2ccc3c(c2)CCCC3)cc1OC	5	6	97	108	0	4	102	98
Cc1ccc(NC(=O)CN2C(=O)S/C(=C\c3ccc(C(=O)O)cc3)C2=O)cc1	9	5	106	107	5	0	100	112
Cc1ccnc(NC(=O)C(C)N2C(=O)c3ccccc3C2=O)c1 (stereo not given)	-30	8	96	101	7	4	104	100
S=C(NCc1ccco1)Nc1ccc2c(c1)OCCO2	2	-5	93	106	9	10	94	99
Cc1ccc(NC(=O)CN(C)C(=O)Cn2cc(C(F)(F)F)cc(Cl)c2=O)cc1	3	1	96	101	-1	-4	94	101
CCOC(=O)c1ccc(NC(=O)CN2C(=O)C3C4C=CC(C4)C3C2=O)cc1 (stereo not given)	23	1	99	81	0	8	95	100
CN(C)CCCOC(=O)c1ccccc1Cl	2	5	95	94	-5	-1	89	94
Cc1cccc(NC(=O)c2cc(-c3cccnc3)nc3c(C)cccc23)n1	8	-12	106	98	0	12	70	89
CCN(CC)S(=O)(=O)c1cccc(NC(=O)COc2ncnc3sccc23)c1	2	10	97	95	-6	2	92	102
CC1(C)CC(NC(=S)NC2CC2)CC(C)(C)N1	10	10	101	77	-1	1	96	99
COC(=O)c1cnc(Nc2cccc(C(F)(F)F)c2)c([N+](=O)[O-])c1	0	10	95	113	5	3	114	98
O=c1oc(-c2ccccc2)nc2sc3c(c12)CCCC3	14	8	18*[may fluoresce violet]	105	0	11	?	?
N#Cc1cc(N2CCCCC2)c([N+](=O)[O-])cc1C#N	14	-3	101	108	0	-2	90	104
Cc1cc(C)cc(OCC(=O)OCC(=O)N(CC(C)C)c2c(N)n(Cc3ccccc3)c(=O)[nH]c2=O)c1	10	6	97	107	-6	3	103	97
COc1ccc(Cl)cc1NC(=S)Nc1cccnc1	-9	-25	101	114	-2	47	125	104
CCCN(CC(=O)Nc1ccc(OC)c(OC)c1)CC(=O)Nc1ccc(F)c(F)c1F	-13	7	111	95	2	4	105	107

Individual results from above.
Entry for `CN(C)CCCOC(=O)c1ccccc1Cl` in procasp7 counter: 5
Entry for `Cc1cccc(NC(=O)c2cc(-c3cccnc3)nc3c(C)cccc23)n1` in procasp3 activ: 0
Entry for `COC(=O)c1cnc(Nc2cccc(C(F)(F)F)c2)c([N+](=O)[O-])c1` in CR mimetic SO: 113
Entry for `Cc1ccc(NC(=O)CN(C)C(=O)Cn2cc(C(F)(F)F)cc(Cl)c2=O)cc1` in MEP2-GFP yeast: 101
Entry for `CCCN(CC(=O)Nc1ccc(OC)c(OC)c1)CC(=O)Nc1ccc(F)c(F)c1F` in GASC-1 inh: -13
Entry for `S=C(NCc1ccco1)Nc1ccc2c(c1)OCCO2` in procasp7 counter: -5

No enrichment for hits (roughly 3.8% active in at least one column).
